IL2 activator = IL-2 activation | IL-2 activation reporter assay, cell-based qHTS; stimulated with anti-CD3/CD4/CD28 beads; in transgenic mouse T cells | activation, % (series mostly up to about 46 µM) | 360,000 compounds, 0.065% hits | AID 652025; in the data active means activation above about 50%; inconclusive means mostly about 30% to 49%; further: 0% is about no effect
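Unstimulated transgenic mouse T cells; 60-min compound exposure; bead-based TCR/CD4/CD28 stimulation; 18 h culture, 37 degrees C; dual fluorescence (EGFP, DsRed) plate cytometry.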
HepG2 tox = kills HepG2 cells in TGF-b inhibitor counter-screen; HepG2 CAGA-GFP viability, ATP luminescence, 18 h; Potency, µM (series often up to 46.1 µM), inactives show at the top dose activity change, negative = cytotoxicity, hits mostly cytotoxic; 410,000 compounds, 0.76% hits; AID 588856; further: potency means the concentration at half of the fitted maximal effect; some results filed as inactive show a strong effect at the top dose
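CellTiter-Glo luminescence gave cytotoxicity after 18 hours at 37 degrees C. The cells were HepG2 CAGA-GFP in 1% FBS DMEM, stimulated with 500 pg/mL TGF-beta after compound addition. %Activity was normalised to no-cell wells (complete cell-killing) and DMSO (no toxicity), and curves were fitted and classified.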
ATXN2 expr inh = reduces ATXN2 reporter expression in HEK-293 cells | HEK-293 ATXN2-luciferase reporter, luminescence, 24 h | Potency, µM (series often up to 57 µM), without a hit: top-dose activity change, negative = inhibition, hits mostly inhibitors | 360,000 compounds, 0.72% hits; further: potency means the concentration at half of the fitted maximal effect; on the % scale 0 is the no-effect control and ±100 the full control effect; nearly all actives have a fitted effect of over 55% in size
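ATXN2-luciferase reporter cells (luciferase flanked by upstream and downstream ATXN2 gene portions) were treated 24 h at 37 °C with compounds at up to 57 uM. SteadyGlo luminescence gave expression; GF-AFC fluorescence gave viability.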
Nrf2 activator = Nrf2 pathway activation. AREc32 ARE-luciferase reporter (MCF7-derived line), luminescence, 24 h. Potency, µM (titrated, usually from 46.1 µM), for inactives: at the highest dose activation, actives largely listed as activators. 410,000 compounds, 0.31% hits. AID 624171; further: potency means the concentration at half of the fitted maximal effect; % of control where 0% means no effect; nearly all actives have a fitted effect of over 65% in size
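Nrf2 activation is followed as ARE-luciferase induction in the AREc32 line after one day of compound treatment; luminescence is read with Steady-Glo.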
ATXN viability = reduces viability in counter-screen for ATXN expression inhibitors; S2 cells (HEK-293 line with an ATXN2-luciferase reporter) viability, CellTiter-Fluor protease fluorescence, 24 h; Potency, µM (highest dose often 56.7 µM), most hits filed as cytotoxic; 400,000 compounds, 0.49% hits; AID 651635; further: potency means the concentration at half of the fitted maximal effect; nearly all actives have a fitted effect of over 40% in size
TGFb inhibitor = inhibitors of TGF-b signaling; HepG2 CAGA-GFP TGF-b/SMAD3 reporter, GFP fluorescence, 18 h; TGF-beta stimulated, 500 pg/mL final; Potency, µM (series often up to 46.1 µM), without a hit: top-dose activity, negative = inhibition, most hits filed as inhibitors; 410,000 compounds, 1.2% hits; AID 588855; further: potency means the concentration at half of the fitted maximal effect; on the % scale 0 is the no-effect control and ±100 the full control effect; nearly all actives have a fitted effect of over 65% in size
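GFP signal (ex488/em500-530) from TGF-beta-stimulated HEPG2 CAGA-GFP cells, 500 pg/mL final, 18 h at 37 degrees C in DMEM plus 1% FBS, normalized to unstimulated and DMSO-stimulated controls.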
A549 tox = A549 cytotoxicity, counter-screen for Nrf2 inhibitors; 390,000 compounds, 0.16% hits; A549 ARE-Fluc cells, CellTiter-Fluor viability, 18-24 h; Potency, µM (top dose mostly 46 µM), for inactives: top-dose activity change, negative = cytotoxicity, most hits filed as inhibitors; further: potency means the concentration at half of the fitted maximal effect; on the % scale 0 is the no-effect control and ±100 the full control effect
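Cytotoxicity counterscreen: CellTiter-Fluor fluorescence was measured in A549 ARE_Fluc cells after 18-24 h of compound exposure in a concentration series. The subsequent BugLite luminescent read reports ARE-luciferase activity.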
Nrf2 inh = inhibitors of Nrf2 signaling; A549 ARE-Fluc reporter, luciferase luminescence, 18-24 h; Potency, µM (highest dose often 46 µM), for inactives: at the highest dose activity change, negative = inhibition, actives largely listed as inhibitors; 360,000 compounds, 2.1% hits; further: potency means the concentration at half of the fitted maximal effect; on the % scale 0 is the no-effect control and ±100 the full control effect; nearly all actives have a fitted effect of over 60% in size
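A549 ARE_Fluc cells, 5000/well, 5% FBS OPTI-MEM; compounds in dose-response, 18-24 h at 37 °C/5% CO2; CellTiter-Fluor viability read (Ex 405/Em 525), then BugLite luciferase luminescence = Nrf2 activity.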
EPAC2 agonist = activates human EPAC2 exchange factor | EPAC2 activation, biochemical qHTS; response scale: 100% = 6.5 mM cAMP response | Potency, µM (series often up to 154 µM), for inactives: at the highest dose activation, actives largely listed as activators | 360,000 compounds, 0.079% hits | Q8WZA2; further: potency means the concentration at half of the fitted maximal effect; nearly all actives have a fitted effect of over 50% in size
Target sequence (Q8WZA2 whole entry, looked up): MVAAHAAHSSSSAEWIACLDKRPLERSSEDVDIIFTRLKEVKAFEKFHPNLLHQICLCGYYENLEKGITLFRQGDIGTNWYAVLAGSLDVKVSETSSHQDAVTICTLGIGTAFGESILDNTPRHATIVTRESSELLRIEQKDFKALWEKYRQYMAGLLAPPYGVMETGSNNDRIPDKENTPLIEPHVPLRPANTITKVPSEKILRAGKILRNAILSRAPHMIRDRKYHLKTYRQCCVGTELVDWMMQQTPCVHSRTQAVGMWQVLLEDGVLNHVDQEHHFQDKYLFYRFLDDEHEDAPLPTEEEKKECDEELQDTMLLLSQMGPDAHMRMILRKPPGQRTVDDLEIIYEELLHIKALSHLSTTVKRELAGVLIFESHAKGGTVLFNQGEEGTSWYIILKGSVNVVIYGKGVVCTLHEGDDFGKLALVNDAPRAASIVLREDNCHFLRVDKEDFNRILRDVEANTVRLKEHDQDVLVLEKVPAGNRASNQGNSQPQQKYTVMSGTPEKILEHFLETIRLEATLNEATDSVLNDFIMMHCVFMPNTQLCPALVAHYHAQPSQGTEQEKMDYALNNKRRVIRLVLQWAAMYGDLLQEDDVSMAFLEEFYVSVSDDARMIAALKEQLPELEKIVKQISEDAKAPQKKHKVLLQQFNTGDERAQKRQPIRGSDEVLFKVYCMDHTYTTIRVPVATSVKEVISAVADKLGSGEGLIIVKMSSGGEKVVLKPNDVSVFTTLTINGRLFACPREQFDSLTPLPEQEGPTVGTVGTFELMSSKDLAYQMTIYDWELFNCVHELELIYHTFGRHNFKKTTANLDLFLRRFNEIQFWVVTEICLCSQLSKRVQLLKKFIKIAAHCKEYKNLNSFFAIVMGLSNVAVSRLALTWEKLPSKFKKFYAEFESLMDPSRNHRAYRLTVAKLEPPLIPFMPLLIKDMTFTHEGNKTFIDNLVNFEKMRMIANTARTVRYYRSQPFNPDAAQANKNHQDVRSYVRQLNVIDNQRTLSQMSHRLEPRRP
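qHTS, titration series. 100 nM EPAC2 / 250 nM Rap1B-BODIPY-GDP / 50 uM GDP; RT; ex 480/em 540 nm, 5-min reads to 30 min. Norm. to 6.5 mM cAMP = activation.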
The depositor's hits bear a star; i = inactive; ? = inconclusive; . = no result given; [ ] = dose if it differs, or a comment. Unless noted, the call rests on the fitted dose curve; in most records, active means well fitted curve in the direction sought with a large enough effect; inconclusive means small, poorly fitted or top-dose-only effect, or another doubt; inactive means no such curve, though single readings can be large; an effect the other way counts as inactive or inconclusive.

canonical_smiles,IL2 activator,HepG2 tox,ATXN2 expr inh,Nrf2 activator,ATXN viability,TGFb inhibitor,A549 tox,Nrf2 inh,EPAC2 agonist
COC(=O)c1sc(-c2ccc(Cl)cc2)cc1NC(=O)COCC(=O)O,0.1,-23%,.,2.7%,i,11%,-14%,?,1%
O=C(NCc1cccnc1)c1cc(C2CCCN(C(=O)c3ccccn3)C2)on1 (stereo not given),0.5,-15%,-1%,0.0%,i,4%,.,.,13%
COc1ccccc1N1CCN(C(=O)c2cc3cc(Cl)ccc3[nH]2)CC1,-0.5,-23%,.,4.0%,i,-2%,-15%,?,9%
CNNC(=S)Nc1ccc(Cl)cc1,0.3,-43%,14%,0.4%,i,0%,1%,-2%,5%
O=C(CNCCN1CCOCC1)Nc1ccccc1Sc1ccccc1,-2.2,-4%,-4%,-0.8%,i,-12%,-1%,-1%,2%
OC1CCCN(Cc2ccccc2)C1 (stereo not given),-1.4,-1%,-1%,-0.8%,i,-11%,2%,-22%,10%
Cc1[nH]c(=O)[nH]c(=O)c1CSCC(=O)OCC(=O)c1ccc(Br)cc1,-0.5,-35%,17%,-0.4%,?,-1%,8%,2%,1%
CC1CCCCC1NC(=O)C1CCN(C(=O)NC2CCCCC2)CC1 (stereo not given),1.7,-18%,-2%,-0.4%,i,-5%,-6%,-1%,5%
C=CCSc1nc2sc3c(c2c(=O)[nH]1)CC(C)(C)OC3,-1.0,-7%,-14%[2.22 µM],3.4%,i,9%,1%,-20%,1%
Cc1cc(=O)oc2c(C)c(OCC(=O)NCCN3CCOCC3)ccc12,-0.6,0%,5%,-0.4%,i,17%,8%,-10%,6%
CSc1nc2ccccc2c(=O)n1N,-1.8,-2%,-5%,2.8%,i,14%,14%,3%,8%
NC1=NN=C(N2N=C(c3ccco3)CC2(O)C(F)(F)F)n2ncnc2C1 (stereo not given),0.0,-1%,-27%,-0.4%,i,-3%,4%,11%,18%

The last 3 entries of the section before come first, to join the parts.
canonical_smiles,IL2 activator,HepG2 tox,ATXN2 expr inh,Nrf2 activator,ATXN viability,TGFb inhibitor,A549 tox,Nrf2 inh,EPAC2 agonist
Cc1cc(=O)oc2c(C)c(OCC(=O)NCCN3CCOCC3)ccc12,-0.6,0%,5%,-0.4%,i,17%,8%,-10%,6%
CSc1nc2ccccc2c(=O)n1N,-1.8,-2%,-5%,2.8%,i,14%,14%,3%,8%
NC1=NN=C(N2N=C(c3ccco3)CC2(O)C(F)(F)F)n2ncnc2C1 (stereo not given),0.0,-1%,-27%,-0.4%,i,-3%,4%,11%,18%
CC1=C(C(=O)N2CCOCC2)CC(CC(=O)NCCc2ccccn2)C(=O)N1CCC1=CCCCC1 (stereo not given),0.3,-19%,9%,0.1%,i,-1%,.,.,7%
COc1ccc(OC)c(NC(=O)c2cc(-c3c(C)cc(C)cc3O)n[nH]2)c1,1.9,-29%,.,0.7%,i,-29%,-6%,?,1%
Cc1onc(C(=O)N2CCC(C(N)=O)CC2)c1-c1ccccc1Cl,-1.5,-10%,-5%,-0.9%,i,-7%,-14%,-16%,-6%
COC(=O)c1sccc1S(=O)(=O)N(CC(=O)Nc1cccc(C)c1C)c1ccc(C)c(C)c1,.,-28%,-19%,0.4%,i,?,-5%,?,.
NC(=S)Nc1cccc2cn[nH]c12,3.0,6%,-23%,-0.6%,i,12%,-1%,-11%,-2%
COCCCN1CN(S(=O)(=O)c2ccc(C)cc2C)c2nc3ccccc3nc21,-0.7,-16%,.,-1.4%,i,-4%,5%,-8%,11%
COc1cccc(C(=O)Nc2ccc3[nH]ncc3c2)c1,-1.3,-19%,0%,3.4%,i,-12%,7%,-23%,6%
O=C(CN1CCN(S(=O)(=O)N2CCOCC2)CC1)Nc1cc(Cl)ccc1Cl,-0.5,-11%,-24%,0.3%,i,-1%,-8%,?,9%
Cc1cc(N2CCN(C)CC2)ccc1NC(=O)c1ccc(-c2ccc(Cl)cc2)o1,-0.7,11µM*,?,2.1%,i,?,-18%,1%,8%
COCCCNC(=S)NC1CCCCC1,-0.4,-5%,-5%,1.8%,i,5%,11%,8%,1%
O=C(CNC(=O)c1ccc(S(=O)(=O)N2CCCC2)cc1)N/N=C/c1ccc(Cl)cc1Cl,-0.3,-17%,?,-0.5%,i,0%,-9%,?,-1%
O=C1CNC(=O)N1CC(=O)N1CCCc2ccccc21,-1.3,25%,13%,0.0%,i,-3%,14%,8%,1%
CC(=O)c1cccc(CN2CCN(CCc3ccccc3)C(CCO)C2)c1 (stereo not given),1.5,3%,-7%,0.9%,i,-3%,-8%,1%,14%
O=c1c(OCc2ccccc2)cccn1Cc1ccccc1,1.2,-12%,.,0.0%,?,-9%,.,.,13%
Cc1oc2c(C)c3oc(=O)c(CCC(=O)N4CCCCC4)c(C)c3cc2c1C,.,-17%,.,0.7%,.,-7%,3%,2%,.
CN(C)CCSc1nc(-c2ccccc2)nc2c1COC(C)(C)C2,-1.6,-24%,-21%,-0.7%,i,33%[activator],11%,.,13%
COc1ccc(C(C(=O)NCC2CCCO2)N(C(=O)CNC(=O)c2cccs2)c2ccc(C(C)=O)cc2)cc1OC (stereo not given),-0.1,-11%,7%,-0.7%,i,4%,-2%,26%,8%
Cc1ccccc1S(=O)(=O)NC(=O)C1(C)CCN1C(=O)Cc1cccs1 (stereo not given),0.2,-16%,2%,0.2%,i,4%,.,.,-2%
Cc1cc(C)cc(NC(=O)CN2C(=O)c3ccccc3Sc3ncccc32)c1,.,-13%,0%,5.9%,i,0%,0%,?,.
CCC(C)C1=CC(=Nc2c(C)n(C)n(-c3ccccc3)c2=O)C=C(C(C)CC)C1=O (stereo not given),-0.7,-8%,-17%,-0.2%,i,-2%,-7%,13%,-6%
c1ccc(-c2csc3ncnc(NCCCN4CCOCC4)c23)cc1,-0.9,4%,0%,8.5%,i,7%,-5%,?,0%[15.6 µM]
Cc1ccnc(NS(=O)(=O)c2ccc(NC(=O)C3C4C=CC(C4)C3C(=O)O)cc2)n1 (stereo not given),-0.4,7%,0%,-0.6%,i,6%,-5%,4%,-6%
Cc1cc(C)nc(SCC(=O)N/N=C\c2sccc2C)n1,-2.5,2%,1%,0.0%,i,-17%,-4%,-22%,3%
Fc1cccc(-n2ncc(-c3nnnn3-c3ccccc3)c2C(F)(F)F)c1,-1.2,-16%,-4%,-1.0%,i,-4%,3%,?,7%

An excerpt from above in order of the EPAC2 agonist value, high to low:
compound | EPAC2 agonist
CC(=O)c1cccc(CN2CCN(CCc3ccccc3)C(CCO)C2)c1 (stereo not given) | 14%
O=c1c(OCc2ccccc2)cccn1Cc1ccccc1 | 13%
COc1ccc(C(C(=O)NCC2CCCO2)N(C(=O)CNC(=O)c2cccs2)c2ccc(C(C)=O)cc2)cc1OC (stereo not given) | 8%
Fc1cccc(-n2ncc(-c3nnnn3-c3ccccc3)c2C(F)(F)F)c1 | 7%
Cc1cc(C)nc(SCC(=O)N/N=C\c2sccc2C)n1 | 3%
Cc1ccccc1S(=O)(=O)NC(=O)C1(C)CCN1C(=O)Cc1cccs1 (stereo not given) | -2%
CCC(C)C1=CC(=Nc2c(C)n(C)n(-c3ccccc3)c2=O)C=C(C(C)CC)C1=O (stereo not given) | -6%

Two records drawn at random from the list so far, as already listed:
canonical_smiles,IL2 activator,HepG2 tox,ATXN2 expr inh,Nrf2 activator,ATXN viability,TGFb inhibitor,A549 tox,Nrf2 inh,EPAC2 agonist
O=c1c(OCc2ccccc2)cccn1Cc1ccccc1,1.2,-12%,.,0.0%,?,-9%,.,.,13%
Fc1cccc(-n2ncc(-c3nnnn3-c3ccccc3)c2C(F)(F)F)c1,-1.2,-16%,-4%,-1.0%,i,-4%,3%,?,7%

Additional records
canonical_smiles,IL2 activator,HepG2 tox,ATXN2 expr inh,Nrf2 activator,ATXN viability,TGFb inhibitor,A549 tox,Nrf2 inh,EPAC2 agonist
CC(/C=C/c1ccccc1)=N\NC(=O)c1ccncc1,-2.0,-15%,10%,6.6%,i,16%,2%,9%,7%
Cc1cc(C)cc(Oc2ccc(-c3nnc(-c4ccccc4)o3)cc2[N+](=O)[O-])c1,0.3,-7%,14%,0.4%,i,?,-5%,8%,3%
CCOc1ccc(NC(=O)c2ccc(NC(=O)c3ccccc3Br)cc2)cc1,-4.4,-1%,-29%,5.8%,i,4%,-5%,?,-1%
CCCCN(C)S(=O)(=O)c1cc(Br)cc2c1N(C(=O)C1CC1)CC2,-3.1,-23%,-23%,0.8%,i,3%,2%,?,17%
CC1CCN(c2ncnc3c2c(-c2ccccc2)cn3-c2ccc(Br)cc2)CC1,.,-11%,.,-0.1%,.,0%,16%,.,.
Cc1cccc(N2C(=O)CC(SC(=Nc3ccccc3)Nc3ccccc3)C2=O)c1 (stereo not given),2.9,-19%,4%,-0.9%,i,7%,?,?,-83%[15.6 µM]
Cc1ccc(C(=O)NCCCn2ccnc2)o1,0.1,-14%,4%,0.5%,i,-2%,4%,16%,10%
CC(=O)NCc1ccc(C(=O)O)cc1,-0.7,5%,31%,0.2%,i,0%,1%,-4%,15%

Compound activity (PubChem)
